# High-throughput results deposited in PubChem BioAssay by several laboratories.
# RORa activator – activators of orphan receptor RORA, primary screen, cell-based, luminescence; Nuclear receptor ROR-alpha (Homo sapiens), P35398; 65,000 tested, 1.5% active; activation, % at 10 µM; AID 560, 2006; CHO-K1 Gal4-RORA LBD luciferase reporter; percent increase over mock-subtracted basal signal;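 active = activation above the mean of all tested compounds plus 3 SD, cut at about 49% in these data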;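 note: 0% = DMSO-treated RORA cells and 100% = added signal equal to DMSO minus mock-transfected cells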
# Her2 expr inh – inhibitors of Her2 protein expression, primary screen, SKBR-3 cells, AlphaScreen, 66K library; Receptor tyrosine-protein kinase erbB-2 (Homo sapiens), P04626; SKBR-3 HER2 protein level, 18-24 h; active compounds read low; HER2 level % of control, % at 10 µM; 65,000 tested, 0.69% active; AID 645, 2007;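 active = HER2 level under 5% of the carrier-only control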;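 note: 100% = DMSO carrier and 0% = 500 nM PU-H71 HSP90 inhibitor; lower value means stronger loss of Her2 protein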
# DUSP1 inh – MKP-1 phosphatase inhibitors, primary screen, biochemical, in vitro; Dual specificity protein phosphatase 1 (Homo sapiens), P28562; recombinant MKP-1, OMFP hydrolysis fluorescence; inhibition, %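 (compounds tested at a single concentration somewhere between 10 and 100 µM)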; 65,000 tested, 0.15% active;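 active = inhibition above about 50%, limit read from the data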;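 note: 0% = DMSO max control wells and 100% = wells with enzyme stopped by NaOH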
# Hsp90 inh – tumor Hsp90 inhibitors, primary screen, cell lysate, fluorescence polarization, NCI-N417 lysate. Heat shock protein HSP 90-alpha (Homo sapiens), P07900. Cy3B-geldanamycin FP displacement. inhibition, % at 30 µM. 64,000 tested, 0.35% active. AID 429, 2006;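 active = inhibition above 50%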;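 note: 0% = tracer plus lysate wells and 100% = tracer alone without lysate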
# Cdc25B block – inhibitors of Cdc25B phosphatase catalytic domain, primary screen, biochemical, OMFP fluorescence | 65,000 tested, 0.1% active | M-phase inducer phosphatase 2 (Homo sapiens), P30305 | inhibition, %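 (compounds tested at 10 µM final in the well)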 | recombinant Cdc25B, OMFP fluorescence Ex485/Em525 | AID 368, 2006; in the data active = inhibition above about 50%
# Target sequence (P30305 whole entry, looked up, the tested form may be a part): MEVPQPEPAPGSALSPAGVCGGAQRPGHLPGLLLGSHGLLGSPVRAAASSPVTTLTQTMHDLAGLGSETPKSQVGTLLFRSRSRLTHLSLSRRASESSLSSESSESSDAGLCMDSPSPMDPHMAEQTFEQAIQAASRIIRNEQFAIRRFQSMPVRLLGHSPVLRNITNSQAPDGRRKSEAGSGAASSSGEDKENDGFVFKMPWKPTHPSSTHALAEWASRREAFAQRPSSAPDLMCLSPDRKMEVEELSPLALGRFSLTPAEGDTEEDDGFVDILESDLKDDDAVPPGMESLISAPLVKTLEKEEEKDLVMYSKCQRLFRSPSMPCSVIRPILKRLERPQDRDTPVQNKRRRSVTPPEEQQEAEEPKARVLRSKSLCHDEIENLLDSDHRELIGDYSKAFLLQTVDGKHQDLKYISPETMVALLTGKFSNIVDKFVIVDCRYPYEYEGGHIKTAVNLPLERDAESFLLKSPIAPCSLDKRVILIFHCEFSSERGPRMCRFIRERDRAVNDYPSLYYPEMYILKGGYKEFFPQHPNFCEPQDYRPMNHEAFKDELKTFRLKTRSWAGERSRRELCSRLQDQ
# SF-1 act – activators of human SF-1, primary screen, cell-based, CHO-K1, Gal4-SF-1 LBD, luciferase luminescence; activation, % at 10 µM; Steroidogenic factor 1 (Homo sapiens), Q13285; CHO-K1 Gal4-SF-1 LBD luciferase reporter; % increase over DMSO SF-1-specific signal; AID 522, 2006; 65,000 tested, 1.9% active;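 active = activation above the mean activation of all tested compounds plus 3 SD, cut at about 50% in these data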
#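 Assay system: CHO-K1 cells co-transfected with Gal4 DBD–human SF-1 LBD, 5xGal4 luciferase reporter / Input: 4,000 cells per well / Incubation: 20 h compound exposure at 37 °C after 1 h cell settling / Detection: SteadyLite luciferase luminescence / Control set: DMSO negative control and −SF1 background wells / Replication: one test per compound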
# TNAP act mid DEA – human TNAP enzyme activators, primary screen, biochemical, luminescent, intermediate phosphate acceptor level; AID 813, 2007; 64,000 tested, under 10 active; Alkaline phosphatase, tissue-nonspecific isozyme (Homo sapiens), P05186; activation factor at 20 µM; purified TNAP, CDP-star luminescence, 100 mM DEA, 30 min; active compounds read high; scale: 0 levamisole-inhibited, 1 vehicle-only enzyme;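 active = activation factor of at least 2 at 20 µM, relative to controls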
# D1 allo mod – D1 CRE-luciferase signal change, two-sided – cell-based, HEK293 D1, dopamine EC30, D1 allosteric modulator project, primary screen; 58,000 tested, 5.9% active; dopamine EC30 potentiation; actives deviate in either direction; D(1A) dopamine receptor (Homo sapiens), P21728; B-score at 10 µM;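 active = luminescence count or its row- and column-corrected plate score outside the 99.7% band of the plate's sample wells, on either side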
# FXIIa inh mix – human factor XIIa inhibitors, primary screen, biochemical, pooled compound mixtures, fluorogenic substrate; Coagulation factor XII (Homo sapiens), P00748; inhibition, % at 5 µM; purified FXIIa; 62,000 tested, 0.2% active; in the data active = inhibition above about 20%, passing the limit was not always enough;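 note: 0% = enzyme without compound and 100% = no enzyme blank; some results filed as inactive read as strong as hits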
# * = called active by the depositor; nt = no result given. Random draw from the library; any-hit rate near 8.9%.
# Preview (two entries):
SMILES,RORa activator,Her2 expr inh,DUSP1 inh,Hsp90 inh,Cdc25B block,SF-1 act,TNAP act mid DEA,D1 allo mod,FXIIa inh mix
CN(C)c1nc(C(=O)Nc2ccccc2)nc(N(C)C)n1,-8,98,0,-2,-2,-9,nt,0.0067,nt
O=C1CCc2cc(S(=O)(=O)N3CCC(C(=O)NC4CCCc5ccccc54)CC3)ccc2N1 (configuration not stated),5,68,34,-6,-2,4,0.9,-0.82,9

# All compounds of this part (from the top)
SMILES,RORa activator,Her2 expr inh,DUSP1 inh,Hsp90 inh,Cdc25B block,SF-1 act,TNAP act mid DEA,D1 allo mod,FXIIa inh mix
CN(C)c1nc(C(=O)Nc2ccccc2)nc(N(C)C)n1,-8,98,0,-2,-2,-9,nt,0.0067,nt
O=C1CCc2cc(S(=O)(=O)N3CCC(C(=O)NC4CCCc5ccccc54)CC3)ccc2N1 (configuration not stated),5,68,34,-6,-2,4,0.9,-0.82,9
CSc1nnc(-c2cnccn2)n1Cc1ccccc1,-18,95,0,2,-9,12,0.9,nt,9
COc1ccc2c(c1)C1(Nc3ccccc3-c3nc4ccccc4n31)C(=O)N2C (configuration not stated),13,74,10,-1,-8,-4,1,0.048,7
COc1ccc(NC(=O)CSc2nnc(-c3ccco3)n2C)cc1,-9,106,-5,-2,-9,-1,1,-0.35,7
CCCC(=O)Nn1cnc2c(c1=O)C1(CCCC1)Cc1ccccc1-2,9,101,-25,-4,-24,-1,0.9,nt,nt
Cc1cc(F)ccc1S(=O)(=O)Nc1ccccc1C(=O)Nc1ccc2[nH]c(=O)[nH]c2c1,-13,81,42,nt,3,-9,1,nt,-3
O=c1cc2c(n[nH]1)CCCC2,-17,119,0,-3,4,-2,1,nt,2
C=C(C)c1cccc(C(C)(C)NC(=O)N2CCN(c3ccccn3)CC2)c1,-4,82,-3,-1,-24,6,1,-2.2,-11
CCNC(=O)CSc1nc2ccccc2c(=O)n1CCCOC(C)C,7,100,21,1,1,26,0.9,0.46,10
COc1ccc(C2=C(N)c3ccccc3C2=O)cc1,36,77,6,-3,-15,32,0.9,-1.9,5
CCCNC(=O)c1c(N)n(-c2cccc(OC)c2)c2nc3ccccc3nc12,-19,48,10,-7,3,-5,1,0.75,2
COc1cccc(N2C(=O)C3CCCN3C2c2ccc(N(C)C)cc2)c1 (configuration not stated),-13,110,7,-6,-8,3,0.9,-0.78,-14
CC1(C)CC(=O)C2=C(C1)OC(N)=C(C#N)C2Cc1ccccc1 (configuration not stated),-10,79,-5,-2,-7,3,nt,0.0073,nt
CC1CCC(C(C)C)C(OC(=O)COC(=O)c2ccc(=O)[nH]c2)C1 (configuration not stated),-15,79,12,-1,-4,-11,0.9,nt,8
N#CC1=C(N)Oc2n[nH]c(-c3ccccc3)c2C1c1cccnc1 (configuration not stated),5,104,-1,-1,-3,0,0.8,1.8,-17
Cc1csc(NC(=O)CSc2nc(C)nc3c2c(=O)n(C)c(=O)n3C)n1,12,nt,18,-1,-14,-11,1,-0.75,1
CC1CCCC(C)N1C(=O)CSc1nnc(C2CCCCC2)o1 (configuration not stated),13,108,14,1,-12,12,0.9,1.8,3
CC1=C/C(=C\c2ccc3c(c2)OCO3)C(=O)S1,0,102,-5,0,-7,-5,0.9,0.041,-19
O=C1CSC(c2ccccc2F)N1c1cc(Cl)ccc1O (configuration not stated),10,61,11,18,-4,11,0.9,-0.12,5

# Part of the list above, reformatted:
Molecule	RORa activator	Her2 expr inh	DUSP1 inh	Hsp90 inh	Cdc25B block	SF-1 act	TNAP act mid DEA	D1 allo mod	FXIIa inh mix
O=c1cc2c(n[nH]1)CCCC2	-17	119	0	-3	4	-2	1	nt	2
C=C(C)c1cccc(C(C)(C)NC(=O)N2CCN(c3ccccn3)CC2)c1	-4	82	-3	-1	-24	6	1	-2.2	-11
CCNC(=O)CSc1nc2ccccc2c(=O)n1CCCOC(C)C	7	100	21	1	1	26	0.9	0.46	10

# More structures
SMILES,RORa activator,Her2 expr inh,DUSP1 inh,Hsp90 inh,Cdc25B block,SF-1 act,TNAP act mid DEA,D1 allo mod,FXIIa inh mix
CCOC(=O)N1CCN(C(=O)c2ccc3c(c2)N(CC)CCS3)CC1,4,113,0,-3,-16,-12,0.9,-0.24,0
C=CCn1c(SCC(=O)Nc2sc(C)c(C)c2C(=O)OCC)nnc1-c1sc(N)nc1C,-16,91,5,-4,-1,8,0.9,2.7*,-4
COC(=O)c1ccccc1NS(=O)(=O)c1ccc(O)c(C(=O)O)c1,-31,60,9,1,-13,7,1,0.026,4
N#C/C(C(=O)N1CCOCC1)=C1/SC(Cc2ccccc2)C(=O)N1c1ccccc1 (configuration not stated),-5,97,0,-3,3,4,0.9,-0.41,-22
CC(C)c1nnc(NC(=O)C2CCCN2S(=O)(=O)c2ccc(Cl)cc2)s1 (configuration not stated),15,101,8,1,-8,3,0.9,nt,-3
Cc1ccc(C)c(OCc2nnc(NC(=O)c3ccco3)s2)c1,-6,97,-4,-10,-15,0,0.9,-0.55,nt
COc1cc2[nH]c3c(N4CCC(C(N)=O)CC4)ncnc3c2cc1OC,-6,150,-11,-7,5,-4,0.9,-0.47,1
CS(=O)(=O)N1CCc2cc(-c3csc(NCC4CCCO4)n3)ccc21 (configuration not stated),-18,63,10,-7,0,22,0.9,0.56,6
Cc1ccc(NC(=O)NC2CCCCC2)cc1Cl,106*,91,-8,-2,-10,74*,1,-1.3,0
COCCN1C(=O)c2oc3cc(C)c(C)cc3c(=O)c2C1c1ccc(O)cc1 (configuration not stated),-15,88,-18,4,-2,-3,1,3,-1
COC(=O)c1ccc(NCC(=O)c2ccccc2)cc1,30,93,11,nt,-9,69*,0.9,nt,2
CC(=O)NC1(c2cccc(F)c2)CCN(C(=O)Nc2ccc(C#N)cc2)CC1,-16,121,16,-5,-3,7,1,nt,-2
Cc1cc(NC(=O)CSc2nnc(C3CC3)n2N)no1,-22,97,3,-2,-1,-9,1,0.61,2
Cc1ccccc1CSc1ncc(C#N)c(N)n1,-22,73,6,-4,1,-4,0.8,0.39,-16
CC(COc1cccc2ccccc12)CN1CCN(C)CC1 (configuration not stated),-6,133,2,-3,0,10,0.9,-0.035,0
CCOC(=O)/C(C#N)=C1/C=CN(C)C=N1,4,73,9,1,1,-8,1,-0.0059,-2
O=C(CSc1ncn[nH]1)Nc1ccc(Cl)c(Cl)c1,-9,48,-2,-2,-12,13,0.9,-0.036,10
Cc1cc(Oc2ccccc2)nc(-c2ccccc2)n1,2,102,-7,8,-8,-1,0.9,2.7*,-3
COc1cccc(NS(=O)(=O)c2ccc(OC)c(OC)c2)c1,-4,80,12,-4,-6,-7,0.9,-0.14,4
Cc1c(NC(=O)c2cnn3c(C(F)(F)F)cc(-c4ccco4)nc23)c(=O)n(-c2ccccc2)n1C,-10,137,3,-2,-2,24,0.9,-0.87,37
CN1C(=O)SC(Nc2ccccc2C(=O)O)C1=O (configuration not stated),-6,74,7,-2,-3,-10,0.9,nt,nt
CCSc1nc(=S)n(CC)c(C)c1C(C)=O,-24,109,6,-6,-12,-18,1,0.97,6
CCCCCOC(=O)C1=C(C)N(C)C(=O)NC1c1cc(Br)c(O)c(OC)c1 (configuration not stated),-10,75,5,0,-1,-2,0.8,0.49,3
Cc1cc(-n2c(C)cc(C(=O)CSc3nnc4sc5ccccc5n34)c2C)no1,-8,112,33,-3,-7,-8,0.9,0.81,-23
CCOC(=O)c1sc(NC(=O)CCn2nnc3ccccc32)c(C(=O)OCC)c1C,36,93,25,-10,0,19,1,nt,4
Cc1cc(C(F)(F)F)nc(SCC(=O)Nc2cc(C)on2)n1,10,89,nt,nt,nt,5,1,0.67,10

# Quoted from the results shown (two entries):
SMILES,RORa activator,Her2 expr inh,DUSP1 inh,Hsp90 inh,Cdc25B block,SF-1 act,TNAP act mid DEA,D1 allo mod,FXIIa inh mix
CCOC(=O)c1sc(NC(=O)CCn2nnc3ccccc32)c(C(=O)OCC)c1C,36,93,25,-10,0,19,1,nt,4
Cc1cc(C(F)(F)F)nc(SCC(=O)Nc2cc(C)on2)n1,10,89,nt,nt,nt,5,1,0.67,10
